Compound activity as filed in PubChem BioAssay.
USP2a inh: qHTS Assay for Inhibitors of Ubiquitin-specific Protease USP2a. USP2a enzymatic assay, qHTS inhibition. Potency, µM (highest dose often 38.3 µM), without a hit: top-dose activity change, negative = inhibition, actives largely listed as inhibitors. 60,000 compounds, 0.1% hits. AID 927, 2007;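 note: potency is the fitted concentration of half-maximal effect; nearly all actives have a fitted effect of over 60% in size; plate controls were DMSO for no effect and NEM full inhibition control for full effect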
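USP2 core (20 nM final) was preincubated with compound for 30 min at RT in 20 mM Tris-HCl pH 8.0, 2 mM CaCl2, 2 mM beta-mercaptoethanol; Ub-PLA2 (20 nM) plus NBD C6-HPC (20 uM) then added, fluorescence read after 2.5 h.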
BRCT inh green: qHTS Assay for Inhibitors of BRCT-Phosphoprotein Interaction (Green Fluorophore); Breast cancer type 1 susceptibility protein (Homo sapiens), P38398; AID 875, 2007; Potency, µM (highest dose often 76.9 µM), without a hit: at the top dose activity change, negative = inhibition, actives largely listed as inhibitors; BRCA1 BRCT-phosphopeptide binding, green fluorescence polarization; 75,000 compounds, 0.05% hits;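 note: potency is the fitted concentration of half-maximal effect; plate controls were peptide without protein for full effect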
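Fluorescence polarization: His-tagged BRCT (~35 kDa BRCA1 C-terminus, 250 nM) bound to 100 nM fluorescein-labeled phosphorylated 10-aa BACH1 peptide, pH 7.3 phosphate buffer with DTT and Tween 20. Compounds incubated 12 min at room temperature; inhibition read as lowered polarization.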
Tau fil binding: qHTS Assay for Tau Filament Binding; recombinant tau filaments, thioflavin S fluorescence, 15 h; filaments grown with octadecylsulfate alongside compound; Potency, µM (top dose mostly 57.1 µM), without a hit: at the highest dose activity change, negative = inhibition; 71,000 compounds, 2% hits; AID 596, 2007;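 note: potency is the fitted concentration of half-maximal effect; % is set by controls: 0 for no effect and ±100 for the full control effect; actives lower thioflavin S fluorescence by blocking filaments or displacing dye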
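Quantitative HTS: thioflavine S signal from ODS-induced tau filaments, excited at 450 nm, emission 510 nm. Conditions: 1 uM tau, 30 uM ODS, 15 h at 37 C, pH 7.4.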
A350 fluor: qHTS Assay for Spectroscopic Profiling in A350 Spectral Region; Compound autofluorescence, 340/450 nm, Alexa 350 dye-equivalents; active compounds read high; max dye-equivalent concentration, M; 59,000 compounds, 11% hits; AID 590, 2007; in the data active = max dye-equivalent concentration above about 10 nM; inconclusive = mostly about 1.1 nM to 9.6 nM
FLuc inh: qHTS Assay for Inhibitors of Firefly Luciferase; Luciferin 4-monooxygenase (Photinus pyralis), P08659; purified firefly luciferase, luminescence, 8 min; Potency, µM (top dose mostly 57.1 µM), inactives show top-dose activity change, negative = inhibition, usual class: inhibitors; 72,000 compounds, 2.2% hits; AID 411, 2009; note: potency is the fitted concentration of half-maximal effect; % is set by controls: 0 for no effect and ±100 for the full control effect; nearly all actives have a fitted effect of over 40% in size
Target sequence (P08659 whole entry, looked up): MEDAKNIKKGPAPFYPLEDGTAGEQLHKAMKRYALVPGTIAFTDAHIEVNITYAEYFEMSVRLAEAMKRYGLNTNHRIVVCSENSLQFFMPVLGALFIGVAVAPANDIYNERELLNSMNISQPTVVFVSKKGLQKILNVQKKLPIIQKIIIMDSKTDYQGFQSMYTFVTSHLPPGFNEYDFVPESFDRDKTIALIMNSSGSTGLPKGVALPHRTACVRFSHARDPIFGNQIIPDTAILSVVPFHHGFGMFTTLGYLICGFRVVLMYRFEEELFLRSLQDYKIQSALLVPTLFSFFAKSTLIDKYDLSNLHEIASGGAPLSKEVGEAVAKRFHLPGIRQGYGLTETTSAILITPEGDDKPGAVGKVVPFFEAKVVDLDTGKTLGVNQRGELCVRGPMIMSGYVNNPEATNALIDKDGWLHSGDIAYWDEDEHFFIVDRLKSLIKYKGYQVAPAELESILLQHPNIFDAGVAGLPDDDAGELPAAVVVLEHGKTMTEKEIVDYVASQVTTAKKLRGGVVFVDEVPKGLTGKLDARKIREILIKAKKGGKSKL
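Here, luciferase activity is measured as luminescence following an 8 min room-temperature reaction at 10 uM ATP, pH 7.2. Every library sample is titrated.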
BRCT PPI red: qHTS Assay for Inhibitors of BRCT-Phosphoprotein Interaction (Red Fluorophore); Breast cancer type 1 susceptibility protein (Homo sapiens), P38398; 75,000 compounds, 0.03% hits; Potency, µM (titrated, usually from 76.9 µM), for inactives: top-dose activity change, negative = inhibition, most hits filed as inhibitors; BRCT-phosphopeptide binding, red fluorescence polarization; note: % is set by controls: 0 for no effect and ±100 for the full control effect
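Rhodamine-labelled pBACH1 10-mer (100 nM) bound to BRCT domain (100 nM) at pH 7.3; compounds incubated 12 min room temperature, polarization read. Free peptide defines full inhibition; unlabelled decapeptide titrated as control.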
Casp7 inh: qHTS Assay for Allosteric/Competitive Inhibitors of Caspase-7. recombinant caspase-7, Ac-DEVD-AFC fluorescence rate. Potency, µM (doses to about 57.5 µM), for the others: at the top dose activity change, negative = inhibition, most hits filed as inhibitors. 75,000 compounds, 0.02% hits; active = well fitted inhibition curve with a large enough effect in the main read-out, with a control signal flat, not every such curve was filed as active; inconclusive = small, poorly fitted or top-dose-only effect, or a change in a side signal; note: potency is the fitted concentration of half-maximal effect; % of control where 0% means no effect
Target sequence (P55210 24-198 limits assumed): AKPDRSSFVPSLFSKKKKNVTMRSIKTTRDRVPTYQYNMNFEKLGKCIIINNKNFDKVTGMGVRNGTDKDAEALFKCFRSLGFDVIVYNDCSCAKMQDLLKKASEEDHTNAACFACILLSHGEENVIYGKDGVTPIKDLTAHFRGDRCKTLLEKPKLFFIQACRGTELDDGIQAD
Target sequence (P55210 207-303 limits assumed): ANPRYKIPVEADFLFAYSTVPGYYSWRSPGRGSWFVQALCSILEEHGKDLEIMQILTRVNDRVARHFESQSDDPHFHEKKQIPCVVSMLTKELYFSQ
Caspase-1 inhib: qHTS Assay for Allosteric/Competitive Inhibitors of Caspase-1 | P29466 | Caspase-1 enzyme, Ac-WEHD-AFC fluorogenic rate | Potency, µM (titrated, usually from 57.5 µM), inactives show top-dose activity change, negative = inhibition, actives largely listed as inhibitors | 75,000 compounds, 0.03% hits | AID 900, 2007;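 note: potency is the fitted concentration of half-maximal effect; plate controls were vehicle for no effect and no substrate for full effect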
ERK AVP block: qHTS Assay for Inhibitors of the ERK Signaling Pathway using a Homogeneous Screening Assay. HEK293-V1b, vasopressin-stimulated pERK AlphaScreen. 72,000 compounds, 0.99% hits. Potency, µM (top dose mostly 57.5 µM), inactives show at the highest dose activity, negative = inhibition, hits mostly inhibitors. AID 995, 2007; note: potency is the fitted concentration of half-maximal effect; % is set by controls: 0 for no effect and ±100 for the full control effect; nearly all actives have a fitted effect of over 55% in size
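Overnight-seeded V1b-HEK293 cells in 1% FBS got compound, then vasopressin (25 nM final, 5 min, 37C), then lysis buffer. AlphaScreen detection of phospho-ERK; activity normalized to basal and full-stimulation controls.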
CRE-bla Fsk: Cell signaling CRE-BLA (Fsk stim) | CHO CRE-bla reporter (cAMP response element driving beta-lactamase), forskolin EC10, beta-lactamase ratio | Potency, µM (titrated, usually from 38.2 µM), without a hit: top-dose activity change, negative = inhibition, actives largely listed as activators | 71,000 compounds, 2.5% hits; active = well fitted activation curve with a large enough effect in the signal ratio, with a control signal flat, not every such curve was filed as active; inconclusive = small, poorly fitted or top-dose-only effect, or effect the other way, or a change in a side signal; the % refers to the signal ratio; note: potency is the fitted concentration of half-maximal effect; % of control where 0% means no effect
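AC50 values, positive or negative, reflect shifts in EC10 NKH 477-induced CRE-bla reporter activity in CHO cells. Incubation lasted 3 h at 37 °C before CCF4 substrate (2 h, room temperature) and ratiometric 460/530 nm reading.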
HEK293 cAMP cs: qHTS Assay for Agonists of the Thyroid Stimulating Hormone Receptor: Activators of Intracellular cAMP Concentrations in Parental HEK 293; 73,000 compounds, 2.5% hits; parental HEK293 CNG cAMP sensor, membrane potential fluorescence; Potency, µM (top dose mostly 57.1 µM), for inactives: top-dose activation, hits mostly activators; AID 938, 2007; note: potency is the fitted concentration of half-maximal effect; % of control where 0% means no effect; nearly all actives have a fitted effect of over 55% in size
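Counterscreen for endogenous-receptor signalling: CNG-channel HEK 293 cells report cAMP rise by membrane depolarization. After 60 min dye equilibration with 100 uM RO 20-1724, compounds incubated 30 min before bottom-read fluorescence at 590 nm.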
An asterisk follows results filed as active; i = inactive; ? = inconclusive; / = no result given; [ ] = remark or other dose. Unless noted, calls come from the whole dose curve; as a rule, active = well fitted curve in the direction sought with a large enough effect; inconclusive = small, poorly fitted or top-dose-only effect, or another doubt; inactive = no such curve, though single readings can be large; an effect the other way counts as inactive or inconclusive.

SMILES	USP2a inh	BRCT inh green	Tau fil binding	A350 fluor	FLuc inh	BRCT PPI red	Casp7 inh	Caspase-1 inhib	ERK AVP block	CRE-bla Fsk	HEK293 cAMP cs
CCc1[nH]nc2c1C(c1cccc(OC(=O)N3CCOCC3)c1)C(C#N)=C(N)O2 (stereo unspecified)	-1%	-0.8%	-3%	i	2%	-0.6%	0%	1%	18%	2%	11%
O=C1CCCC/C1=C\Nc1ccc(Cl)cn1	-12%	-1.1%	5%	?	-7%	0.3%	-2%	-2%	6%	4%	6%
O=C(NCCN1CCN(c2cccc(Cl)c2)CC1)c1cccn2c(=O)c3ccccc3nc12	28%	0.3%	-22%	?	-2%	-0.4%	-8%	-10%	25%	?	?
CC(=O)Nc1ccc(NC(=O)CSC2=NCCS2)cc1	-6%	-1.3%	4%	i	-3%	0.2%	0%	0%	8%	-6%	-22%
CCOC(=O)/C=c1\sc2n(c1=O)CCN=2	-4%	-2.0%	-3%	?	-3%	0.9%	-1%	3%	-2%	-2%	11%
CCCn1c(SCC(=O)OCc2ccccc2)nc2c1c(=O)n(C)c(=O)n2C	-6%	1.1%	2%	i	1%	-0.5%	-5%	-2%	-12%	?	24%
O=C(Cn1nnc2c(cnn2-c2ccc(F)cc2)c1=O)c1ccccc1F	0%	-2.4%	-11%	5.7e-08M*	-3%	-2.1%	0%	-1%	11%	8%	23%
O=C(Cn1cnc2c(nnn2Cc2ccc(F)cc2)c1=O)NCc1ccc2c(c1)OCO2	-1%	-2.3%	7%	i	1%	-1.2%	-1%	0%	3%	-13%	2%
O=C(c1ccc2nc(N3CCOCC3)sc2c1)N1CCC2(CC1)OCCO2	-2%	-1.4%	8%	i	-3%	-0.1%	-1%	1%	-7%	-3%	7%
CCN(CC)CCCN1C(=O)c2oc3ccccc3c(=O)c2C1c1cccc(OC)c1OC (stereo unspecified)	9%	-0.9%	-13%	1.6e-08M*	0%	1.2%	-10%	-8%	-10%	-4%	3%
Cc1cccc2cc3c(N)c(C(=O)N4CCOCC4)sc3nc12	157%[activator]	1.7%	-25%	?	16µM*	0.1%	-9%	-5%	-15%	?	2%
C=C(C)COc1ccc(-c2nc(N)ncc2Oc2ccccc2OC)c(O)c1	-16%	4.2%	21%	?	?	-0.1%	?	?	?	?	4%
Cc1ccccc1CN1C(=O)C2(OCCCO2)c2ccccc21	21%	0.7%	-9%	?	2%	-1.5%	-5%	-2%	26%	12%	?
N#Cc1c(N)sc2c1CCCCCC2	12%	2.2%	-25%	i	-6%	-0.8%	-1%	1%	?	?	-10%
CCOC12NC(=O)CC(=O)N1C(c1ccccc1)=CS2 (stereo unspecified)	33%[activator][7.66 µM]	2.7%	7%[11.4 µM]	/	-4%	-1.2%	-1%	-3%	?	?	3%[11.4 µM]

Reprinted at random: 3 records from the list, in no set order.
SMILES	USP2a inh	BRCT inh green	Tau fil binding	A350 fluor	FLuc inh	BRCT PPI red	Casp7 inh	Caspase-1 inhib	ERK AVP block	CRE-bla Fsk	HEK293 cAMP cs
O=C1CCCC/C1=C\Nc1ccc(Cl)cn1	-12%	-1.1%	5%	?	-7%	0.3%	-2%	-2%	6%	4%	6%
CCOC(=O)/C=c1\sc2n(c1=O)CCN=2	-4%	-2.0%	-3%	?	-3%	0.9%	-1%	3%	-2%	-2%	11%
CCc1[nH]nc2c1C(c1cccc(OC(=O)N3CCOCC3)c1)C(C#N)=C(N)O2 (stereo unspecified)	-1%	-0.8%	-3%	i	2%	-0.6%	0%	1%	18%	2%	11%

Later entries
SMILES	USP2a inh	BRCT inh green	Tau fil binding	A350 fluor	FLuc inh	BRCT PPI red	Casp7 inh	Caspase-1 inhib	ERK AVP block	CRE-bla Fsk	HEK293 cAMP cs
O=C(Nc1ccccn1)C1(c2ccccc2)CCCC1	3%[7.66 µM]	-1.5%	-1%[11.4 µM]	/	3%	0.3%	0%	-1%	-4%	-13%[7.6 µM]	20%[11.4 µM]
CCOC(=O)c1c(C)n(C)c2ccc(O)c(CN(C)C)c12	-6%	-3.1%	3%	i	-2%	0.6%	-2%	-2%	-14%	?	28%
CCOC(=O)CSc1nnc(-c2ccoc2C)n1-c1ccc(OCC)cc1	8%	-0.9%	1%	?	-2%	-0.7%	0%	-1%	-19%	7%	?
COc1ccc(S(=O)(=O)n2nc(OC(=O)c3ccco3)cc2N)cc1	2%	-3.8%	6%	?	-2%	0.2%	1%	0%	17%	?	9%
CC1CCN(C(=O)c2ccc(N(C)S(C)(=O)=O)cc2)CC1	2%	-1.8%	-2%	?	-1%	1.2%	-1%	0%	3%	-3%	6%
CCN(c1ccccc1)c1cc(C)nc2nc(C)nn12	/	-3.5%	13%	/	0%	1.2%	3%	2%	-11%	?	0%
CCC(C)NC(=O)CS(=O)Cc1nc(-c2cccc(C)c2)oc1C (stereo unspecified)	/	1.7%	-8%	/	2%	-0.1%	-1%	3%	4%	-2%	14%
O=C(NCCCc1ccccc1)C1CC(=O)N(c2ccc3c(c2)OCCO3)C1 (stereo unspecified)	19%	-1.7%	-6%	i	-1%	0.4%	-1%	0%	3%	-11%	-7%
CCCCCCC#CC1C=CC(Oc2ccc(C=O)cc2)C(CO)O1 (stereo unspecified)	/	-2.3%[15.4 µM]	/	/	/	1.1%[15.4 µM]	0%[11.5 µM]	-2%[11.5 µM]	12%[11.5 µM]	/	1%[11.4 µM]
Cc1cc(C)nc(SCC(=O)N2CCCCC2)n1	1%	-1.0%	-6%	/	-2%	-1.3%	0%	1%	15%	7%	12%
CCOCC(=O)Nc1sc2c(c1C(=O)OCC)CCCC2	-18%	4.3%	-8%	i	2%	-1.5%	-3%	-4%	59%	10µM*	?
OC1C=C2CCN3Cc4cc5c(cc4C(C1O)C23)OCO5 (stereo unspecified)	10%	-1.3%[3.08 µM]	/	/	/	-1.1%	-18%	-8%	-15%	/	/
O=C1NC2(CCCCC2)Oc2ccccc21	1%	-4.7%	-6%	?	1%	-1.1%	0%	3%	-9%	-3%	1%
Cc1c(NC(=O)CN2C(=O)C3C4C=CC(C4)C3C2=O)c(=O)n(-c2ccccc2)n1C (stereo unspecified)	-2%	-0.3%	11%	1.2e-08M*	-1%	-0.9%	-4%	-6%	-20%	0%	9%
O=C(CC(SCCO)c1ccc2c(c1)OCO2)c1cccs1 (stereo unspecified)	-11%	1.0%	-8%	i	?	0.0%	1%[0.00368 µM]	0%	8%	-18%	13%
COC(=O)C(C#N)C(=C1C(=O)CC(C)(C)CC1=O)c1ccc(O)cc1 (stereo unspecified)	-3%	0.0%	11%	/	1%	1.0%	-2%	0%	-17%	-6%	-1%
COc1ccc(CNc2cc(-c3ccccc3OC)ncn2)c(OC)c1	138%[activator]	-1.8%	0%	i	-1%[2.29 µM]	0.2%	-6%	-5%	?	?	?
Cc1c(NS(=O)(=O)c2ccc(Br)s2)c(=O)n(-c2ccccc2)n1C	-5%	-1.3%	2%	i	0%	-0.3%	-1%	3%	-1%	-3%	16%
CCNS(=O)(=O)c1ccc(NC(=O)c2ccccc2OCC)cc1	0%	1.5%	5%	i	0%	0.2%	1%	-1%	-7%	?	1%
COc1ccc(NC(=O)C(c2ccc(C)cc2)N(C)C(=O)c2cnccn2)cc1 (stereo unspecified)	14%	-0.6%	2%	i	5%	-2.6%	1%	-3%	15%	-8%	6%
Clc1ccc(OCc2nn3c(-c4ccco4)nnc3s2)cc1	15%	0.0%	45%	i	2%	-2.1%	-4%	-1%	-12%	?	?
COc1ccc(C2=NOC(C(=O)Nc3ccc(C)cc3)C2)cc1OC (stereo unspecified)	18%	1.4%	-2%	?	-2%	1.1%	-2%	2%	?	?	5%
Cc1ccc(CC2S/C(=C(/C#N)C(=O)NCc3ccco3)N(c3ccccc3)C2=O)cc1 (stereo unspecified)	39%[activator]	0.9%	456%	/	1%	-0.3%	-2%	-1%	-19%	3%	10%[11.4 µM]
COCCNc1nc(C)nc2c1nc(-c1ccccc1)n2CCN1CCCCC1	/	-3.0%	16%	/	/	-0.5%	0%	2%	-9%	?	?
O=C(NCC1CCCO1)C1CCN(S(=O)(=O)c2cccc3nonc23)CC1 (stereo unspecified)	-4%	-0.6%	-13%	i	2%	-0.4%	0%	1%	-4%	9%	-2%
O=C(CCC(=O)c1cccs1)NCc1ccccc1	-1%	-2.7%	10%	i	1%	-0.2%	-1%	0%	-2%	-7%	0%
